CRFBP-R2 agonist = CRF-BP/CRF-R2 complex agonism; HEK293 CRF-R2/CRF-BP, calcium dye fluorescence (FLIPR); percent of saturating CRF peptide response; activation, % at 13.2 µM; 350,000 tested, 0.46% active; AID 588473;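 active = activation of at least 50%, plus an integration ratio under a set limit after plate pattern correction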;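 note: plate controls were neutral control wells without compound for no effect and CRF at EC100 for full effect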
CHRM1 PAM = positive allosteric modulators of human M1 muscarinic receptor. P11229. CHO-K1 hM1, Fluo-8 calcium fluorescence, ACh EC20; 0% = ACh EC20, 100% = maximal ACh. activation, % at 3 µM. 360,000 tested, 0.088% active. AID 588819; in the data active = activation above about 19%, passing the limit was not always enough
Target sequence (P11229 whole entry, looked up): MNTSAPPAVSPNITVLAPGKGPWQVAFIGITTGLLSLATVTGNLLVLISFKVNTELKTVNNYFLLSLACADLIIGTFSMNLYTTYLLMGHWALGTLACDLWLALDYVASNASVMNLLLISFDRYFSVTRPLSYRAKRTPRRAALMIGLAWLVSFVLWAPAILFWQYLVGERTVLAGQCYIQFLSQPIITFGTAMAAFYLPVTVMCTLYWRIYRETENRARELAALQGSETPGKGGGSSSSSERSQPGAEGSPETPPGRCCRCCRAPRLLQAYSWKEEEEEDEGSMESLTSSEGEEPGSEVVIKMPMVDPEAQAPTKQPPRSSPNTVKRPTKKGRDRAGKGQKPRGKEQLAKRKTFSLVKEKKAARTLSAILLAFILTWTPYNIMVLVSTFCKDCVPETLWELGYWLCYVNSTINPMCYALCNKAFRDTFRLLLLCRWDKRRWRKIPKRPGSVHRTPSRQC
M5 ag = agonists of human muscarinic M5 receptor (CHRM5); P08912; CHO-K1 hM5 cells, Fluo-8 calcium fluorescence; 0% DMSO wells, 100% maximal acetylcholine response; activation, % at 3 µM; 360,000 tested, 0.19% active; AID 624037;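 active = activation above the run's mean over test compounds plus 3 SD, cut at about 23% in these data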;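 note: signal is peak over basal fluorescence ratio across the kinetic read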
Target sequence (P08912 whole entry, looked up): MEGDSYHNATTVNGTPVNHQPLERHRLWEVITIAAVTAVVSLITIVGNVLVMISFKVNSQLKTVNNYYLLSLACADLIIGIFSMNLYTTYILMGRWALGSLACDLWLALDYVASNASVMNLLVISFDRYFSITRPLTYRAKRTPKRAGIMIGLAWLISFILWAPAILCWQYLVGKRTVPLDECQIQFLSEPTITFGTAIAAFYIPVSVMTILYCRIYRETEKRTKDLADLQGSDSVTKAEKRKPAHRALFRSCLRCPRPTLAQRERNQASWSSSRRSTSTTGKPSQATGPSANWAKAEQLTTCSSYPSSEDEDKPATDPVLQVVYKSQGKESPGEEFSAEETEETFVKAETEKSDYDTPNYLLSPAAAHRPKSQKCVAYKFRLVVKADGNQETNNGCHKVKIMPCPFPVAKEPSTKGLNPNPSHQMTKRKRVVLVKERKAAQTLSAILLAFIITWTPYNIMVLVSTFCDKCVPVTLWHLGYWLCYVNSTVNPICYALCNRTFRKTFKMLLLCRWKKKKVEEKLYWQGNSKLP
M4 ag = CHRM4 agonism in calcium assay; CHO-K1 hM4/Gqi5, Fluo-8 calcium fluorescence; vehicle 0%, full acetylcholine response 100%; activation, % at 3 µM; 360,000 tested, 0.14% active; AID 624127;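 active = activation above the run mean over all test wells plus 3 SD, cut at about 32% in these data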;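 note: peak over basal fluorescence ratio per well then scaled between controls; 0% = DMSO wells and 100% = acetylcholine at EC100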
M4 PAM = CHRM4 positive allosteric modulation; P08173; CHO-K1 hM4/Gqi5, Fluo-8 calcium fluorescence, ACh EC20; 0% = ACh EC20, 100% = maximal ACh; activation, % at 3 µM; 360,000 tested, 0.4% active; AID 624126;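 active = activation above its plate's cutoff, the mean activation of sample wells plus 3 SD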; note: some results filed as inactive read as strong as hits
CRFR2-BP antag = blocks CRF-induced signaling of the CRF-BP/CRF-R2 complex; HEK293 CRF-R2/CRF-BP, CRF-induced calcium fluorescence; inhibition, % at 11.8 µM; 350,000 tested, 0.59% active; AID 588475;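 active = inhibition of the ligand-induced calcium signal above about 50% at the single tested concentration, limit read from the data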
M5 PAM = potentiates acetylcholine response at human M5 receptor. P08912. CHO-K1 hM5, Fluo-8 calcium, ACh EC20 PAM; 0% = ACh EC20, 100% = ACh EC100. activation, % at 3 µM. 360,000 tested, 0.3% active;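 active = activation above the run cutoff, the mean activation of all test compounds plus 3 SD, cut at about 18% in these data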
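Assay system: CHO-K1 hM5 cells. Also added: acetylcholine at EC20 concentration, added after compound. Dosing: 3 µM, single dose. Times: compound preincubation 140 s before EC20 acetylcholine addition. Signal: Fluo-8 calcium fluorescence. Measure: % activation relative to EC20 and EC100 ACh responses. Repeats: singlicate, one well per test compound.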
M4 antag = CHRM4 antagonism in calcium assay. P08173. CHO-hM4 cells, ACh EC80, Fluo-8 calcium fluorescence. inhibition, % at 3 µM. 360,000 tested, 0.73% active. AID 624125;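 active = inhibition above its plate's cutoff, the mean inhibition of sample wells plus 3 SD, cut at about 27% in these data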;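 note: 0% = acetylcholine EC80 with DMSO and 100% = DMSO without agonist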
M5 antag = blocks acetylcholine activation of human M5 receptor; inhibition, % at 3 µM; CHO-hM5 cells, Fluo-8 calcium fluorescence, ACh EC80; 360,000 tested, 0.59% active; P08912;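 active = inhibition above a per-plate cutoff, the mean of that plate's test compounds plus 3 SD, cut at about 27% in these data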;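 note: 0% = acetylcholine EC80 with DMSO and 100% = DMSO without agonist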
Numbers without * were called inactive; nt = not tested or not shown.

SMILES | CRFBP-R2 agonist | CHRM1 PAM | M5 ag | M4 ag | M4 PAM | CRFR2-BP antag | M5 PAM | M4 antag | M5 antag
CC1(c2cccc(Br)c2)NC(=O)N(CC(=O)Nc2cccnc2Cl)C1=O (configuration not stated) | 0.6 | 6 | -1 | 3 | -2 | -6 | -5 | -3 | 9
CN(C)c1ccc(CNC(=O)c2cc(S(=O)(=O)N3CCCC3)cn2C)cc1 | -4.2 | 3 | 4 | 5 | 2 | 8 | -6 | -2 | 4
COc1cccc(-c2nn(-c3ccccc3)cc2C(=O)OCC(=O)Nc2ncc(Cl)cc2Cl)c1 | 0.4 | -8 | -2 | -1 | -14 | 10 | -5 | 9 | 4
Cc1cc(C)c(S(=O)(=O)NCc2cn3c(C)csc3n2)c(C)c1 | 0.0 | 7 | -1 | 1 | 1 | -8 | 3 | -4 | -3
CCOC(=O)Nc1oc2ccccc2c(=O)c1C | -0.5 | 12 | -1 | 2 | 7 | -22 | 14 | 8 | -8
COC(=O)[C@@]1(Cc2ccccc2)[C@H]2C(=O)N(Cc3ccccc3)C(=O)[C@H]2[C@H]2CN(C)C(=NCc3ccccc3)N21 | 2.9 | 8 | 0 | 8 | -1 | -17 | -4 | -13 | 9
COC(=O)[C@]1(C)CCC[C@@]2(C)C3CC[C@]4(OC(C)=O)C[C@@]3(CCC21)CC4=NO (some centres not stated) | -0.4 | -1 | 2 | 16 | 8 | -6 | -19 | 4 | 14
Cc1ccc(S(=O)(=O)N(CC(=O)NCC2CCCO2)Cc2ccc(F)cc2)cc1 (configuration not stated) | -1.5 | 13 | -3 | 1 | 3 | -5 | 5 | 7 | 2
COc1ccc(C2C(C(C)=O)=C(O)C(=O)N2CCCn2ccnc2)cc1 (configuration not stated) | -0.7 | -1 | 2 | 0 | 0 | -22 | 1 | 0 | -2
CSCCC1NC(=O)C(C(C)=NNC(N)=O)=C1O (configuration not stated) | 3.7 | -9 | 0 | 0 | 3 | -10 | -10 | -13 | 18
CCC1Oc2ccccc2N(CC(=O)NC2CCCC2)C1=O (configuration not stated) | 0.1 | -3 | -8 | 2 | -8 | 4 | 0 | -2 | 4
CCOc1cc(/C=C2/N=C(C)C(C(=O)OC)=C2O)ccc1O | 1.0 | 1 | -1 | 1 | -5 | -4 | -3 | 1 | 8
CN1CCN(C(=S)c2cn(CCOc3ccccc3F)c3ccccc23)CC1 | 2.8 | 9 | 0 | 7 | -1 | -10 | 2 | -1 | 5
CCCn1nc2cc(C(=O)NCc3ccccc3OC)ccc2c1OCC | -2.7 | 13 | -1 | 2 | 0 | -1 | 10 | -2 | 4
O=C(c1cc([N+](=O)[O-])ccc1N1CCCC1)N1CCCC1 | -1.5 | 8 | 1 | 1 | -2 | -2 | 6 | 4 | 6
Cc1ccc(CNC(=O)c2ccc(Cn3nc(C)cc3C)o2)cc1 | -0.8 | 13 | 2 | 5 | -1 | -4 | 6 | -12 | -10
CC(C)NC(=S)NC(=O)/C=C/c1ccc(F)cc1 | 4.5 | -8 | -5 | 4 | -1 | 19 | -8 | -2 | 7
O=C1c2ccccc2NC(c2ccc(-c3cccc(Cl)c3)o2)N1O (configuration not stated) | 1.1 | 7 | 0 | 6 | -1 | -18 | 1 | 4 | -3
CC1CCCN(C2(O)C(=O)Nc3ccc(Br)cc32)C1 (configuration not stated) | -0.4 | 3 | -3 | 1 | -1 | 5 | -1 | -2 | -7
CC1CN(C(=O)CCC(=O)NC2CCCCC2)c2ccccc2S1 (configuration not stated) | -1.3 | 6 | 2 | 2 | 0 | 11 | 3 | -14 | -1
O=c1c(-c2ccccc2)nc2ccccc2n1C(CCc1ccccc1)c1nc2ccccc2[nH]1 (configuration not stated) | nt | nt | -1 | 1 | -4 | nt | -1 | 7 | 6
Cc1sc2ncnc(-n3nnc4ccccc43)c2c1C | 0.0 | 12 | -4 | 1 | 3 | -13 | -4 | 0 | 5
CCOc1ccc(NC(=O)C(Cc2ccccc2)NC(=O)C2CCCCC2)cc1 (configuration not stated) | 0.7 | 8 | -2 | -1 | 2 | 12 | -1 | -5 | -3
CCOC(=O)CSc1nc2ccc(NC(=O)CSc3nnnn3Cc3ccccc3)cc2s1 | 2.0 | -5 | 0 | 9 | -11 | 0 | -13 | 18 | 20
COc1cc(C2NC(=O)NC(O)(C(F)(F)F)C2C(=O)c2cccs2)ccc1O (configuration not stated) | 4.8 | 12 | 0 | 1 | 0 | -26 | -1 | 7 | 4
CC(=O)C[C@H](O)CC(=O)[C@H]1OC(=O)CCCCC/C=C/Cc2ccccc21 | 0.9 | 6 | -3 | 7 | 9 | -5 | -3 | -4 | 9
Cc1onc(-c2ccccc2)c1C(=O)NC1CCC(C)CC1 (configuration not stated) | 1.4 | -12 | -10 | -1 | 1 | -10 | -2 | 5 | 20
CC(C)C(=O)Nc1ccc(Sc2ccc(F)cc2)cc1 | 0.9 | -3 | -6 | 3 | -14 | 32 | -9 | 13 | 4
CCCCOCCCNC(=O)C1c2ccccc2Oc2ccccc21 | 1.5 | 17 | -8 | 0 | 5 | 2 | 5 | -9 | -5
C[C@H](CO)N1C[C@H](C)[C@@H](CN(C)Cc2ccc(Oc3ccccc3)cc2)OCc2cnnn2CCCC1=O | -0.9 | 3 | -1 | 1 | -1 | 1 | 9 | -7 | -8
COc1ccc(CCn2c(=N)c(C(=O)NCC3CCCO3)cc3c(=O)n4ccccc4nc32)cc1OC (configuration not stated) | -0.6 | 1 | 4 | 4 | -1 | -9 | 7 | -11 | -6
CC(C)N1CCSC1=S | 0.2 | -5 | 0 | 0 | 6 | -4 | -8 | 3 | 19
COc1ccc(CCNC(=O)C2CCN(S(=O)(=O)c3ccc(NC(C)=O)cc3)CC2)cc1OC | 6.2 | 14 | -2 | 1 | -2 | 35 | 5 | 2 | 1
O=C1OCc2cccc3cccc1c23 | 0.1 | 5 | 1 | -1 | 3 | -12 | -1 | 1 | -7
NNC(=O)COc1cccc(C(F)(F)F)c1 | -0.4 | 6 | -6 | 2 | 10 | 6 | -4 | -20 | 3
O=Cc1ccc(Oc2cccc(C(F)(F)F)c2)nc1 | 2.2 | 7 | 1 | 1 | -3 | 0 | 3 | -1 | -4
CC1=NN(c2ccc(C(F)(F)F)cn2)C(=O)C1 | -1.2 | 8 | 0 | 0 | -1 | 13 | 3 | 6 | 2
COc1ccc(C2CC(=O)Oc3c2c(=O)n(C)c2ccccc32)c(OC)c1OC (configuration not stated) | 6.5 | 1 | -3 | 1 | 6 | -2 | 1 | -2 | 2
CCNc1cc(S(=O)(=O)C(F)(F)F)ccc1N | -1.4 | -5 | 1 | 8 | 1 | -5 | -10 | -4 | 5
COc1cc(C(=O)Nc2cccnc2)cc(OC)c1OC | -0.2 | 3 | -2 | 2 | -1 | 29 | 1 | -7 | 9
COc1cc(C2C(N3C(=O)c4ccccc4C3=O)C(=O)N2c2ccc(C)c(C)c2)cc(OC)c1OC (configuration not stated) | 5.5 | 6 | -1 | 1 | 1 | -13 | 3 | -7 | -1
CS(=O)(=O)N(CC(=O)Nc1ccc(S(=O)(=O)N2CCOCC2)cc1)c1cccc(F)c1 | -1.9 | 2 | -2 | 4 | 7 | 11 | 14 | 1 | 3
COc1cc(S(=O)(=O)N2CCCCCC2)ccc1Cl | 1.8 | 0 | -11 | 0 | 3 | -11 | 5 | -15 | -10
Cc1ccccc1N1CCN(C(=O)c2cc(C3CC3)nn2-c2ccccc2)CC1 | -0.4 | -5 | -8 | -1 | -3 | 8 | -3 | -7 | 24
COc1ccc(C(=O)N2CCCC(c3cc(C(=O)NCc4ccccc4)no3)C2)cc1 (configuration not stated) | nt | 5 | 1 | 4 | -2 | nt | -3 | -10 | -4
CCN(C(=O)CSc1nnc(-c2ccncc2)n1C)C1CCS(=O)(=O)C1 (configuration not stated) | 1.0 | 2 | -2 | 1 | 6 | -10 | -2 | -3 | -3
O=S(=O)(NC1CCCCC1Oc1ccccc1)c1ccc(Cl)cc1 (configuration not stated) | 0.2 | -6 | -6 | -1 | -8 | -23 | -8 | 10 | 8
CCCN1Cc2cccc(C(=O)N3CCN(c4ccccc4)CC3)c2C1=O | -1.2 | 2 | -3 | 0 | -4 | -1 | 6 | -2 | 0
COC(=O)c1cccc2c(C(=O)O)cc(-c3ccccc3)nc12 | 0.5 | 7 | 2 | 1 | 2 | 17 | -14 | -10 | 15
O=S1(=O)N(Cc2ccccc2F)CCCN1Cc1c(F)cccc1Cl | 1.1 | 7 | -8 | 1 | -4 | 26 | -4 | -2 | 3
S=C(NCCN1CCOCC1)Nc1cccc(Cl)c1 | -1.3 | 0 | 2 | 7 | -5 | 8 | -12 | -22 | -2
O=C(c1c(Cl)nc2sccn12)N1CCCc2ccccc21 | 0.1 | 3 | 1 | 3 | 1 | 7 | -7 | -6 | 14
O=Nc1c(O)[nH]c2c(F)cccc12 | -0.9 | -1 | -3 | 0 | -3 | -7 | 10 | 10 | -12
COc1cccc(-c2c(C(=O)N/N=C/c3ccc(C)o3)nnn2-c2nonc2N)c1 | -0.8 | 1 | 10 | 7 | -2 | -8 | -6 | 11 | 15
CN(C)C(CNC(=O)CNC(=O)Cc1cccc2ccccc12)c1ccccc1 (configuration not stated) | 1.1 | 10 | -5 | 1 | 1 | -8 | -1 | -5 | 10
NC(=O)CC(NC(=O)c1cccc(Br)c1)c1ccc(NC2CCCCCCCCCCC2)c([N+](=O)[O-])c1 (configuration not stated) | -1.4 | -2 | 4 | 1 | -1 | 0 | 7 | 2 | 2
Cc1c(C(=O)N2CCCCC2)c(S(=O)(=O)NCc2ccc(Cl)cc2)c(C)n1C | -1.6 | 7 | -4 | 1 | -2 | 17 | 0 | -4 | 5
O=C(N/N=C/c1cccc([N+](=O)[O-])c1)C1CC(=O)N(c2ccc(Br)cc2)C1 (configuration not stated) | -1.7 | 9 | -4 | 0 | 7 | 10 | -1 | -7 | -1
Cc1ccccc1C(=O)NNc1ncnc2c1cnn2C | 1.3 | 3 | 2 | 0 | -15 | 8 | -8 | 13 | 17

Random excerpt: three records from the list
SMILES | CRFBP-R2 agonist | CHRM1 PAM | M5 ag | M4 ag | M4 PAM | CRFR2-BP antag | M5 PAM | M4 antag | M5 antag
O=C(c1c(Cl)nc2sccn12)N1CCCc2ccccc21 | 0.1 | 3 | 1 | 3 | 1 | 7 | -7 | -6 | 14
NC(=O)CC(NC(=O)c1cccc(Br)c1)c1ccc(NC2CCCCCCCCCCC2)c([N+](=O)[O-])c1 (configuration not stated) | -1.4 | -2 | 4 | 1 | -1 | 0 | 7 | 2 | 2
CCCN1Cc2cccc(C(=O)N3CCN(c4ccccc4)CC3)c2C1=O | -1.2 | 2 | -3 | 0 | -4 | -1 | 6 | -2 | 0

Molecules from the list above with a furan ring, fused or not (3):
SMILES | CRFBP-R2 agonist | CHRM1 PAM | M5 ag | M4 ag | M4 PAM | CRFR2-BP antag | M5 PAM | M4 antag | M5 antag
Cc1ccc(CNC(=O)c2ccc(Cn3nc(C)cc3C)o2)cc1 | -0.8 | 13 | 2 | 5 | -1 | -4 | 6 | -12 | -10
O=C1c2ccccc2NC(c2ccc(-c3cccc(Cl)c3)o2)N1O (configuration not stated) | 1.1 | 7 | 0 | 6 | -1 | -18 | 1 | 4 | -3
COc1cccc(-c2c(C(=O)N/N=C/c3ccc(C)o3)nnn2-c2nonc2N)c1 | -0.8 | 1 | 10 | 7 | -2 | -8 | -6 | 11 | 15

High-throughput results (PubChem)
